Screening results from PubChem BioAssay.
TLR9-MyD88 inh: inhibitors of TLR9-MyD88 association in cells, primary screen, cell-based, CHO, BLA complementation, fluorescence | inhibition, % at 4.98 µM | Toll-like receptor 9 (Homo sapiens) + Myeloid differentiation primary response protein … | actives 0.21% (n = 340,000) | CCF4 FRET ratio | AID 504734, 2011;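 active means inhibition above the mean over all tested compounds plus 3 SD, cut at about 21% in these data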;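 further: 0% = DMSO only wells and 100% = clavulanate BLA inhibitor control wells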
TWEAK-Fn14 inh: inhibitors of TWEAK-Fn14 signaling, primary screen, luciferase reporter cells, uHTS; TWEAK-stimulated Fn14 reporter cells, luciferase luminescence, 8 h; inhibition, % at 10 µM; actives 2% (n = 360,000); AID 1159606, 2016; in the data active means inhibition above about 50%
EBV LMP1 NFkB: EBV LMP1-driven NF-kappaB luciferase reporter inhibitors, primary screen, cell-based, luminescence, single point. LMP1-induced NF-kappaB luciferase reporter cells. inhibition, % at 12.5 µM. actives 0.69% (n = 350,000); in the data active means inhibition above about 41%;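 further: 0% = neutral control wells and 100% = reference inhibitor control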
TROY NFkB inh: inhibitors of TROY-driven NF-kB signaling, primary screen, Q293 LMP1-TROYcd cells, NF-kB luciferase, uHTS | Q293 LMP1-TROYcd NF-kB luciferase reporter, 4 h | inhibition, % at 10 µM | actives 0.98% (n = 360,000);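 active means compounds whose plate-normalised and pattern-corrected inhibition of the luciferase reporter signal at the single screening dose is 50% or more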
SRC3 inh: SRC3 coactivator transcriptional activity inhibitors, primary screen, cell-based, luminescence | inhibition, % at 3.6 µM | HEK293 GAL4-SRC3 luciferase reporter | actives 0.17% (n = 360,000) | AID 588352, 2011;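 active means inhibition above a per-campaign cutoff, the mean of all compounds plus 3 SD, cut at about 60% in these data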;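 further: 0% = DMSO-treated cells and 100% = gossypol-treated cells at 36 µM; higher means less SRC3-driven luciferase light from the GAL4 reporter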
SRC1 inh: SRC1 coactivator transcriptional activity inhibitors, primary screen, cell-based, luminescence. Nuclear receptor coactivator 1 (Homo sapiens), Q15788. HEK293 GAL4-SRC1 luciferase reporter. inhibition, % at 3.6 µM. actives 0.12% (n = 360,000);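 active means inhibition above the campaign mean plus 3 SD, with each screening campaign given its own cutoff, cut at about 60% in these data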;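 further: 0% = DMSO treated cells and 100% = gossypol at 36 µM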
NOD2-RIPK2 inh: NOD2-RIPK2 binding disruptors in cells, primary screen, fluorescence, CHO cells, BLA complementation. actives 0.38% (n = 360,000). Receptor-interacting serine/threonine-protein kinase 2 (Homo sapiens), O43353. CCF4 ratio. inhibition, % at 4.98 µM; in the data active means inhibition above about 21%;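 further: 0% = vehicle only and 100% = reference blocker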
NR2F2 inh: NR2F2 transcriptional activity inhibitors, primary screen, cell-based, luciferase reporter, HEK293T, luminescence | actives 0.7% (n = 370,000) | HEK293T NGFI-A luciferase reporter | COUP transcription factor 2 (Homo sapiens), P24468 | inhibition, % at 8.6 µM | AID 686940, 2013;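 active means inhibition above a per-plate cutoff, mean inhibition of test wells between control levels plus 3 SD, cut at about 38% in these data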;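 further: cells cotransfected with COUP-TFII expression vector driving the NGFI-A reporter; 0% = median of COUP-TF2 test wells and 100% = reporter-only cells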
C8 TRAIL sens: viability loss with TRAIL in NB7+C8 cells, primary screen, TRAIL sensitizer project, cell-based, ATPlite luminescence. inhibition (viability loss, TRAIL sensitization), % at 10 µM. actives 1% (n = 360,000). AID 624354, 2012;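 active means compounds causing at least 50% loss of cell viability in the single-dose screen, relative to plate controls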
NR5A2 inv ag: LRH-1 (NR5A2) inverse agonists, primary screen, cell-based, luminescence, HEK293T, StAR-luciferase reporter | Nuclear receptor subfamily 5 group A member 2 (Homo sapiens), O00482 | LRH-1 transfected, 24 h | inhibition, % at 3.6 µM | actives 0.13% (n = 360,000);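 active means inhibition above the mean inhibition of all tested compounds plus 3 SD, cut at about 73% in these data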;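 further: 0% = DMSO wells and 100% = reporter-only cells lacking LRH-1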
SRC2 inh: inhibition of GAL4-SRC2 driven luciferase reporter, primary screen, SRC2 inhibitor project, cell-based, luminescence. HEK293 GAL4-SRC2 luciferase reporter. inhibition, % at 9 µM. actives 0.17% (n = 370,000). AID 651957, 2012;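 active means inhibition above the mean inhibition of all tested compounds plus 3 SD, set per campaign, cut at about 52% in these data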;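 further: 0% = DMSO treated cells and 100% = cells given Gossypol at 36 µM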
* marks the source's active call; other numbers are inactive results; / = not tested or not shown. The list is partial; the hit share may differ from the screen's.

SMILES	TLR9-MyD88 inh	TWEAK-Fn14 inh	EBV LMP1 NFkB	TROY NFkB inh	SRC3 inh	SRC1 inh	NOD2-RIPK2 inh	NR2F2 inh	C8 TRAIL sens	NR5A2 inv ag	SRC2 inh
O=C(NCCOc1ccc(F)cc1)C1CCC(=O)N(CCN2CCOCC2)C1 (stereo not drawn)	-5	-4	-6	-2	-32	8	1	1	-13	-7	-10
CCOc1ccc(-c2cc(C(=O)NCc3ccccc3)[nH]n2)c(C)c1	/	-24	/	9	4	-4	8	-9	18	-21	-11
COC(c1ccccc1)c1nnc(CCC(=O)N(C)CCCC2CCCC2)o1 (stereo not drawn)	3	-28	-20	-45	-9	-4	-19	-4	-8	-28	-23
CC1=CC(=C(C#N)c2nc3ccccc3s2)C=C(C)N1Cc1ccco1	-1	-1	5	-49	-8	-7	-1	2	1	-8	-12
OC[C@@H]1CN(Cc2ccc(F)cc2)C[C@H](n2cnc3c(NCc4ccc(F)cc4)ncnc32)O1	/	0	/	-7	2	11	12	4	-2	-18	1
Cc1ccc(C)c(N2C(=O)c3cc(N4CCOCC4)c([N+](=O)[O-])cc3C2=O)c1	15	-3	0	10	1	8	-4	6	-2	-10	-3
O=C(O)C1CCCN1C(=O)C12CC3CC(CC(C3)C1)C2 (stereo not drawn)	7	10	-23	16	-3	-8	-2	7	-8	0	-16
O=C1[C@@H]2C(c3ccccc3Cl)=NO[C@@H]2C(=O)N1Cc1ccccc1	-4	9	-3	-13	22	2	10	-6	26	3	-1
CCn1c(-c2ccco2)n[nH]c1=S	1	2	-1	-29	25	-4	3	4	-20	10	7
CCCn1nc(Oc2nc(NCC)nc(NCC)n2)ccc1=O	2	3	3	-19	-17	3	2	-41	9	-2	-26
CC(C)=CCC/C(C)=C/Cc1c(O)ccc(C(=O)/C=C/c2ccc(O)cc2)c1O	-3	-1	-9	10	-14	-4	-1	5	1	-17	-2
Cc1ccc(NS(=O)(=O)c2ccc(CCC(=O)N3CCCC3)cc2)cc1	2	-27	22	11	3	5	-7	-6	-5	2	-26
CCC(C(=O)OC)n1cnc2c(nnn2-c2ccc(F)cc2)c1=O (stereo not drawn)	-1	-12	2	-34	-2	-21	-9	12	-17	-9	2
CCOC(=O)c1c(NC(=O)COC(=O)c2nc(Cl)ccc2Cl)sc2c1CCC2	-6	-25	-8	5	2	2	-4	-6	-1	9	5
C#Cc1ccc([C@H]2C=C(C(=O)N3CCOCC3)O[C@@H](OCC)[C@@H]2CCCO)cc1	-2	7	5	24	-7	-29	1	9	1	-16	17
O=C(OCC12CC3CC(CC(C3)C1)C2)c1ccc(NCc2cc(O)ccc2O)cc1	-2	103*	4	-6	73*	18	10	80*	92*	65	85*
CCN(CC)c1ccc(C(=O)NC(=S)N2CCN(Cc3ccc4c(c3)OCO4)CC2)cc1	4	3	-1	22	-7	-20	-5	19	6	6	-9
COc1ccc(NC(=O)CSc2nnc(Cc3cccs3)n2-c2ccc(C)cc2)cc1	-6	18	14	40	-12	6	4	/	13	-11	/
O=[N+]([O-])c1cccc(-c2nnc(-c3ccc4c(c3)OCO4)o2)c1	-12	-57	-31	-55	-48	-82	-10	-21	18	-10	-36
CC[C@H](C)[C@H](NC(=O)c1ccccc1)C(=O)Nc1ccc(S(=O)(=O)Nc2cc(C)nc(C)n2)cc1	6	0	0	-27	10	-3	-6	11	-18	-11	14
Cc1cc(C)cc(CC(=O)N2CCC2(C)C(=O)NS(=O)(=O)c2ccc(Cl)s2)c1 (stereo not drawn)	/	-18	/	-9	-16	-11	-5	15	-5	4	-21
CSc1cccc(NC(=O)CN(c2ccc(C)cc2C)S(C)(=O)=O)c1	-2	13	-10	42	9	2	10	-16	12	6	1
Cc1ccc(Cl)cc1NC(=O)C(NS(=O)(=O)c1cccs1)c1ccccc1 (stereo not drawn)	-2	13	-2	7	-16	-17	-8	2	-5	5	24
Cc1ccccc1-n1c(SCC(=O)NCC2CCCO2)nnc1-c1ccncc1 (stereo not drawn)	4	4	-2	-11	-17	-32	-4	-15	-22	5	-6
COc1ccc(C(=O)NNC(=O)CN2CCN(c3nc(-c4ccccc4)cs3)CC2)cc1	-11	-16	14	-29	7	7	0	3	1	-11	5
Cc1nn(Cc2cccc(C(=O)NC34CC5CC(CC(C5)C3)C4)c2)c(C)c1Br	-1	11	-3	15	5	-15	-5	20	-6	-1	16
O=C(OCc1ccccc1)N1CCC2CC1c1ccc(N3CCN(Cc4ccc5c(c4)OCO5)CC3)cc12 (stereo not drawn)	/	12	/	-4	-7	-35	-2	14	7	27	2
O=S(=O)(ON(c1ccccc1)S(=O)(=O)c1ccccc1)c1ccccc1	10	3	-5	-19	14	11	-2	9	2	-16	0
Cc1ccc(OCC(=O)NCCCNC(=O)c2ccco2)cc1C	3	0	-2	-3	-6	1	-10	8	-10	7	6
COc1ccc(CCN(C)C(=O)c2oc3ccccc3c2C)cc1OC	11	-25	7	-5	11	-19	-8	12	8	25	-9

Reprinted at random: two records from the list, in no set order.
SMILES	TLR9-MyD88 inh	TWEAK-Fn14 inh	EBV LMP1 NFkB	TROY NFkB inh	SRC3 inh	SRC1 inh	NOD2-RIPK2 inh	NR2F2 inh	C8 TRAIL sens	NR5A2 inv ag	SRC2 inh
Cc1ccccc1-n1c(SCC(=O)NCC2CCCO2)nnc1-c1ccncc1 (stereo not drawn)	4	4	-2	-11	-17	-32	-4	-15	-22	5	-6
Cc1ccc(OCC(=O)NCCCNC(=O)c2ccco2)cc1C	3	0	-2	-3	-6	1	-10	8	-10	7	6

Other records follow.
SMILES	TLR9-MyD88 inh	TWEAK-Fn14 inh	EBV LMP1 NFkB	TROY NFkB inh	SRC3 inh	SRC1 inh	NOD2-RIPK2 inh	NR2F2 inh	C8 TRAIL sens	NR5A2 inv ag	SRC2 inh
COCCN(C(=O)COC(=O)CCn1c(C)csc1=O)c1c(N)n(Cc2ccccc2)c(=O)[nH]c1=O	12	-6	-9	14	5	7	4	15	-24	-3	-12
CCCC(=O)c1ccc2c(c1)OCCO2	2	-11	-9	-11	-19	-16	0	9	-5	1	-14
COc1cc(C(=O)Nc2cccc3ncccc23)cc(OC)c1OC	-8	-10	3	2	15	-29	-6	-19	-2	13	-5
CC1CCCC(C)N1C(=O)COC(=O)c1ccc(Br)c(S(=O)(=O)N2CCOCC2)c1 (stereo not drawn)	11	-6	4	-1	0	-7	-8	4	-8	26	1
CCCCc1nc(S(=O)(=O)c2ccc(Cl)cc2)c(N2CCOCC2)o1	-9	-15	1	9	8	-4	1	-14	-9	4	10
CCOc1cc(C=O)ccc1OCCSc1ccc(Cl)cc1	-2	47	-2	-25	-36	-9	-5	-17	-6	24	-41
O=C(O)[C@]1(S(=O)(=O)c2ccccc2)C[C@@H]2ON=C(c3cccc(Br)c3)[C@@H]2C1	7	6	0	1	7	7	8	3	-5	2	-6
Cc1c(S(=O)(=O)N2CCN(c3cccc(C(F)(F)F)c3)CC2)c(=O)n(C)c(=O)n1C	1	8	6	5	-10	0	-10	1	4	-28	4
Cc1ccc(C)c(NC(=O)C2CC(=O)N(C3CCCCC3)C2)c1 (stereo not drawn)	9	-12	0	9	-13	-5	-3	-16	8	26	-4
COc1ccccc1NC(=O)COC(=O)c1ccccc1C(=O)N1CCN(c2ccccc2)CC1	-1	26	8	-1	16	4	-4	15	-10	-8	7
Cc1ccc(N(C(=O)C2CCC(=O)N2)C2(C(=O)NC3CCCC3)CCCCC2)cc1 (stereo not drawn)	2	2	-1	16	-12	-10	7	10	7	-10	-17
Cc1cccc(C(=O)NCCCN(C)CCCNC(=O)c2cccc(C)c2)c1	-1	-9	4	13	-2	10	-7	-1	-16	2	-4
CCCCN1C(=O)C(=O)N(CC(=O)c2ccc3c(c2)OCO3)C1=O	-2	2	-3	-32	-13	16	7	-17	-7	4	-8
CC(=O)Nc1ccc2cnn(C(C)=O)c2c1	11	-18	1	-13	-53	-5	-5	5	-4	-24	-20
CCOc1ccccc1N1CC(C(=O)N2CCc3ccccc32)CC1=O (stereo not drawn)	3	27	-1	14	4	14	3	-6	-5	15	-7
Cc1ccsc1C(=O)N1CCC1(C)C(=O)NS(=O)(=O)c1ccc(Br)cc1 (stereo not drawn)	/	-13	/	-21	-57	-4	5	-5	1	-11	4
Cc1cc(OCCN2CCOCC2)ccc1C(C)C	10	-1	-6	-40	-27	-96	-5	-11	-9	-31	-47
CCOC(=O)c1cnc(N2CCN(c3ccccc3)CC2)[nH]c1=O	-9	15	5	-11	-7	7	-3	1	-1	-1	-6
CCOc1ccc(S(=O)(=O)NCCC(=O)NCC2(N3CCCCC3)CCCCC2)cc1	0	17	-6	-16	-41	7	6	-10	6	-13	-26
CC(=O)Oc1ccc(/C=c2\sc3ncnn3c2=O)cc1	-5	-5	-11	-2	4	-3	-2	-2	3	-15	6
COC(=O)c1cc(N=Nc2sc(N)nc2C)cc(C(=O)OC)c1	-6	-12	-3	18	15	2	-3	-5	26	-9	5
O=C(Oc1ccc(/C=N/n2cnnc2)cc1)c1cccc([N+](=O)[O-])c1	4	10	3	56*	-2	19	-21	16	6	12	3
S=c1[nH]nc(-c2ccc(Cl)cc2)n1/N=C/c1cccs1	/	7	-1	7	16	4	-7	-13	-7	14	-6
CCc1cc(-c2nnn(-c3cc(C(C)C)ccc3C)c2CC)ccc1-c1cn(CCc2c[nH]c3ccccc23)nn1	-4	-3	-7	2	4	11	-5	18	18	7	22
CCn1c(SCC(=O)Nc2cccc(OC)c2)nc2ccccc2c1=O	-1	18	0	9	-6	-10	-3	-20	-1	-8	7
CCN1C(=O)[C@@H]2Cc3c([nH]c4ccccc34)C(c3cc(OC)c(OC)c(OC)c3)N2C1=S (stereo partly drawn)	2	-9	11	31	-7	6	-1	-2	16	24	-10
CN(C)c1nc(SCC(=O)Nc2ccccc2)nc(N2CCOCC2)n1	4	-19	4	5	11	-35	-1	10	7	5	-4
CC1CCN(c2c(NCC3CCC(C(=O)NCCC4=CCCCC4)CC3)c(=O)c2=O)CC1 (stereo not drawn)	-2	-1	-13	10	2	-10	-7	-3	-1	11	4
Cc1ccc(C(=O)C2=C(O)C(=O)N(Cc3cccnc3)C2c2ccc(OC(C)C)cc2)o1 (stereo not drawn)	-1	26	1	-23	0	-17	-5	11	4	-13	14
O=C(N1CCCCCC1)N1CCN(C(=O)N2CCCCC2)CC1	-10	-4	1	-16	5	-33	6	2	2	-12	4
CC(C)(C)NCc1cc2ccccc2[nH]c1=O	-10	-2	3	5	-25	9	10	4	12	-7	-2
Cc1ccc(S(=O)(=O)N2CCN(C(=O)CCn3cncn3)CC2)cc1	-14	-8	2	2	-21	-7	-17	10	-3	6	-31
